High-throughput results (PubChem BioAssay)
LGR2 inh – inhibitors of bursicon-induced LGR2 CRE-luciferase signal, primary screen, cell-based, HEK293, CRE-luciferase reporter, bursicon stimulation; inhibition, % at 9.99 µM; bursicon-stimulated, 4 h; Drosophila bursicon receptor LGR2 (rickets); 380,000 compounds, 0.35% hits;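 active means drop in luminescence signal, shown as inhibition above about 50% in the replicate tests, limit read from the data, passing the limit was not always enough; inconclusive means probably only some replicates passing the limit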;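 further: agonist challenge used bursicon conditioned medium at about half maximal strength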
EWS-Fli inh – EWS/Fli-driven NR0B1 reporter inhibitors, primary screen, A673 cells, NR0B1 luciferase, luminescence, MLPCN library | viability-normalised | inhibition, % at 12.6 µM | 350,000 compounds, 0.67% hits;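 active means mean inhibition of at least 50% after viability correction, with every replicate also passing that limit; inconclusive means mean reaches 50% but only one of two replicates passes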;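 further: firefly luciferase signal divided by Alamar Blue viability fluorescence both relative to DMSO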
CASP6 VEID inh – human caspase-6 inhibitors, primary screen, biochemical, VEID-R110 fluorescence, single point, set 2. P55212. purified caspase-6, Z-VEID-R110 cleavage fluorescence. 350,000 compounds, 0.53% hits. inhibition, % at 12.5 µM;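 active means mean inhibition across replicates at least about 35%, with every replicate also reaching that limit, limit read from the data; inconclusive means only one of the two criteria met; inactive means neither criterion met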;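 further: 0% = median of neutral control wells and 100% = no fluorescence left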
Target sequence (P55212 24-179 limits assumed): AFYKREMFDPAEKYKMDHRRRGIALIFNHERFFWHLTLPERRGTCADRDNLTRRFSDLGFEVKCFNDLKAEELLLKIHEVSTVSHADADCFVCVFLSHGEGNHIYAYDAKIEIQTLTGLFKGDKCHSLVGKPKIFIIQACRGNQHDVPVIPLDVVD
Target sequence (P55212 194-293 limits assumed): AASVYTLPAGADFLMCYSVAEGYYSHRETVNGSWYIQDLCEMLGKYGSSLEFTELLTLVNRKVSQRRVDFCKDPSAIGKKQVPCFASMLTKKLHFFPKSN
PAX8 reporter – inhibitors of PAX8-driven TPO luciferase reporter, primary screen, RMG-I cells, single concentration | SteadyGlo, 24 h | inhibition, % at 12.6 µM | 360,000 compounds, 1.2% hits | AID 652154, 2013;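 active means mean replicate inhibition at least 60% with every replicate also reaching 60%; inconclusive means only one of the two criteria is met; inactive means mean below 60% and not all replicates reaching 60%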;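 further: luciferase light reporting Pax8 driven TPO promoter activity; plate controls were median of neutral control wells for no effect and mitoxantrone controls for full effect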
ARNT TACC3 PPI – disruptors of ARNT/TACC3 protein interaction, primary screen, biochemical, AlphaScreen, single concentration; Transforming acidic coiled-coil-containing protein 3 (Homo sapiens), Q9Y6A5; AlphaScreen His-ARNT PAS-B/GST-TACC3 binding, luminescence; TACC3 fragment carries E629A point mutation; inhibition, % at 9.99 µM; 390,000 compounds, 0.66% hits; AID 623870, 2012;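 active means mean inhibition of replicates at least 50% and at least half of replicates each reaching 50%; inconclusive means half or more replicates reach 50% but mean below 50%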;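 further: 0% = complete ARNT plus TACC3 wells and 100% = ARNT alone without TACC3; many hits fall short of the cut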
SIRT5 block – SIRT5 desuccinylase inhibitors, primary screen, biochemical, fluorescence imaging, single point, set 5; AID 652115, 2013; Purified SirT5, succinyl-peptide AMC, trypsin-coupled fluorescence; 330,000 compounds, 1.1% hits; inhibition, % at 15 µM; in the data active means inhibition above about 15%; inconclusive means no clear call, values can overlap the other calls
Target sequence (Q9NXA8 whole entry, looked up): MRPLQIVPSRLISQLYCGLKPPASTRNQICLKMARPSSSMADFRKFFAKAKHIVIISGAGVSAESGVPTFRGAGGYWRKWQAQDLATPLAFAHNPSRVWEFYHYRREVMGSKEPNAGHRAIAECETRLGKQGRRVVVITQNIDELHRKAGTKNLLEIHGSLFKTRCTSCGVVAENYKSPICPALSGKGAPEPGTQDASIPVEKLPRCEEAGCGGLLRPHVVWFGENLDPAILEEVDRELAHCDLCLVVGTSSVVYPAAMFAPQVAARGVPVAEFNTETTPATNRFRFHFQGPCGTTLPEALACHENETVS
DENV2 CPE rescue – inhibitors of DENV2 cytopathic effect, primary screen, cell-based, plate reader, single concentration. DENV2-infected cells, cytopathic effect rescue. CPE inhibition, % at 9.99 µM. 350,000 compounds, 1.7% hits. AID 651640, 2012; in the data active means CPE inhibition above about 20%, passing the limit was not always enough; inconclusive means no clear call, values can overlap the other calls; tested in BHK-21 cells;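 further: 0% = median of neutral control wells and 100% = median of positive control wells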
* hit, by the source's call; ? = inconclusive; . = no result given.

SMILES	LGR2 inh	EWS-Fli inh	CASP6 VEID inh	PAX8 reporter	ARNT TACC3 PPI	SIRT5 block	DENV2 CPE rescue
COc1ccc(NC(=O)N(C)C[C@H]2Oc3ccc(NS(=O)(=O)c4c(C)noc4C)cc3C(=O)N([C@H](C)CO)C[C@H]2C)cc1	4	-2	2	.	-8	5	10
CCN1[C@@H]2c3ccc(-c4cccc(F)c4)c(=O)n3C[C@@H]2[C@@H](CO)[C@@H]1C(=O)NCCCN(C)C	21	9	1	.	.	-2	1
CCn1cc(S(=O)(=O)NC(C)c2cc(OC)ccc2OC)cn1 (configuration not stated)	-1	.	-2	10	11	-2	-2
CCOC(=O)c1c(NC(=O)CC2Nc3ccccc3NC2=O)sc(C)c1C (configuration not stated)	-22	.	.	10	9	.	.
CCOC(=O)/C(=N\Nc1ccccc1Cl)N1CCN(Cc2ccccc2)CC1	12	-1	1	48	16	0	12
COc1ccc(C(OCC(O)CNC(C)c2ccccc2)c2ccc(OC)cc2)cc1 (configuration not stated)	-1	12	-4	1	6	-2	13
Cc1cc(C(=O)OC(C)C(=O)NC2CCCCC2)c(C)o1 (configuration not stated)	-8	-4	-1	10	.	-2	1
C[C@@H]1CN([C@@H](C)CO)C(=O)c2cc(/C=C/c3ccccc3)cnc2O[C@@H]1CN(C)S(=O)(=O)c1cccs1	-10	-6	3	.	-13	-3	-3
O=C(O)CN=CC1=C(O)CC(c2ccccc2)CC1=O (configuration not stated)	-6	3	4	16	.	0	1
COc1cc(S(=O)(=O)Nc2ccncc2)ccc1F	-4	10	4	29	-9	-1	1
Cc1cccc(NC(=O)C2CCN(S(=O)(=O)c3ccc4c(c3)OCCO4)CC2)n1	0	7	0	8	-1	-2	-1
C[C@H](CO)N1C[C@H](C)[C@@H](CN(C)Cc2ccc(Cl)c(Cl)c2)Oc2c(NC(=O)Nc3ccc(F)cc3)cccc2C1=O	7	-1	3	.	9	1	-9
C[C@H](CO)N1C[C@H](C)[C@@H](CN(C)C(=O)Nc2ccc(F)cc2)OCCCC[C@H](C)Oc2ccc(NC(=O)Cc3ccccc3)cc2C1=O	-21	-1	-4	-14	-8	7	-11
COc1ccccc1S(=O)(=O)N[C@H]1C=C[C@H](CC(=O)NCc2cc(F)cc(F)c2)O[C@H]1CO	-2	6	4	-11	-4	-7	0
O=C(NCc1ccccc1)[C@H]1[C@H](CO)[C@H]2Cn3c(cccc3=O)[C@@H]1N2	-7	5	-5	5	-5	-3	4
COc1cccc(CNC(=O)C2CCN(S(=O)(=O)c3ccc4c(c3)OCCO4)CC2)c1	-7	5	-3	21	-2	-1	7
CC1(C(=O)NS(=O)(=O)c2cccc(F)c2)CCN1C(=O)CC1CCCCC1 (configuration not stated)	-5	-13	0	-7	.	.	12
C[C@H]1CN([C@@H](C)CO)C(=O)c2cc(-c3ccccc3)cnc2O[C@H]1CN(C)C(=O)Nc1ccccc1	-10	-7	.	-3	7	.	1
CN(C)C=NC(=O)c1cc(C(=O)c2ccccc2Cl)c[nH]1	.	-6	-2	19	-3	-3	0
C[C@@H](O)C#Cc1ccc([C@H]2[C@@H](CO)N3CCCCN(C(=O)c4ccc(F)cc4)C[C@H]23)cc1	-3	8	1	-16	-5	1	-2
COc1ccc(NC(=O)CN(C)CC(=O)Nc2sc3c(c2C(N)=O)CCC3)cc1	1	13	4	.	11	4	5
COc1ccc(CN(C)C(=O)c2cccc(Oc3ccccc3)c2)c(OC)c1OC	0	9	6	25	-5	-2	0
Cc1csc(NC(=O)C2CCN(S(=O)(=O)c3ccc4c(c3)oc(=O)n4C)CC2)n1	16	-2	3	12	7	-1	-3
O=C(Nc1ccc2c(c1)OCO2)N[C@H]1CC[C@@H](CCNC(=O)C2CC2)O[C@H]1CO	9	1	0	2	1	-1	-2
Cc1noc(C)c1NC(=O)N(C)C[C@@H]1Oc2ccc(NC(=O)C3CCCCC3)cc2CC(=O)N([C@H](C)CO)C[C@H]1C	-1	-4	0	-11	-1	-3	2
COC(=O)C1=C(C)N(Cc2ccccc2C(F)(F)F)C(=NCc2cccc(C(F)(F)F)c2)NC1c1cccc(Cl)c1 (configuration not stated)	-3	8	-3	11	.	1	5
O=C(CN1N=C(c2ccccc2)CCC1=O)NCc1ccccc1	-2	-4	1	12	-4	0	5
CC(=O)c1c(C)[nH]c(C(=O)CSc2nnc(N)s2)c1C	.	0	0	3	1	-2	-5
CC(C)NC(=O)Nc1ccc2c(c1)C(=O)N([C@H](C)CO)C[C@H](C)[C@@H](CN(C)Cc1ccccc1)OCCCC[C@@H](C)O2	5	2	2	-15	2	-1	5
C[C@@H]1CN([C@@H](C)CO)S(=O)(=O)c2ccc(/C=C/c3ccccc3)cc2O[C@H]1CN(C)C(=O)Nc1ccc(F)cc1	27	17	0	.	-3	14	11
CC(=O)Nc1cc2c3ccccc3n(C)c2cc1[N+](=O)[O-]	-19	-14	-6	-43	-26	.	-6
O=C(OCc1cn([C@@H]2C[C@H](c3ccccc3)N(Cc3cccs3)C[C@H]2O)nn1)c1ccccc1	11	-4	3	-8	.	.	11
Cc1ccc(S(=O)(=O)CC(=O)c2ccc([N+](=O)[O-])cc2)cc1	.	-5	-1	31	1	-3	-5
Cc1ccc(-n2c(Cc3cccn3C)nnc2SCC(N)=O)cc1	-8	-5	1	.	-5	-5	2
CN1C[C@H]2[C@@H](c3ccccc31)[C@@H](CO)N2C(=O)c1cccnc1	3	-5	-6	-4	3	1	-1
O=C(CSc1n[nH]c(-c2cc(Cl)ccc2Cl)n1)NCCN1C(=O)CSC1=O	9	.	.	-2	6	.	.

Molecules listed so far that contain an NH in an aromatic ring:
SMILES	LGR2 inh	EWS-Fli inh	CASP6 VEID inh	PAX8 reporter	ARNT TACC3 PPI	SIRT5 block	DENV2 CPE rescue
CN(C)C=NC(=O)c1cc(C(=O)c2ccccc2Cl)c[nH]1	.	-6	-2	19	-3	-3	0
CC(=O)c1c(C)[nH]c(C(=O)CSc2nnc(N)s2)c1C	.	0	0	3	1	-2	-5
O=C(CSc1n[nH]c(-c2cc(Cl)ccc2Cl)n1)NCCN1C(=O)CSC1=O	9	.	.	-2	6	.	.

Next structures follow.
SMILES	LGR2 inh	EWS-Fli inh	CASP6 VEID inh	PAX8 reporter	ARNT TACC3 PPI	SIRT5 block	DENV2 CPE rescue
Cc1noc(C)c1CSCC(=O)NCCN1C(=O)S/C(=C\c2ccccc2F)C1=O	-5	0	23	6	4	-1	-6
Cc1ccccc1NC(=O)Cn1c(O)c(N=NC(=O)c2ccccc2O)c2ccccc21	4	.	.	12	1	.	.
CC=Cc1ccc2n(c1=O)C[C@@H]1[C@@H](CO)[C@H](C(=O)NCC)[C@H]2N1Cc1ccccc1 (mixture of isomers)	1	-2	4	-2	5	-1	?
CC(C)NC(=O)N1CC2(C1)[C@H](c1ccccc1)[C@@H](CO)N2C(=O)c1ccccn1	-7	6	.	-8	.	-5	33*
C[C@H](NC(=O)c1nc[nH]c1C(=O)NC[C@@H](C)O)c1ccccc1	0	-10	-2	-20	.	.	6
O=C1CN(S(=O)(=O)c2ccc(Cl)cc2)c2ccccc2N1	-5	-8	4	10	-4	-1	2
COc1ccc(C(=O)NCCCNC(=O)c2ccccn2)cc1Br	2	2	-1	7	.	-1	7
CCN(CC(=O)Nc1ccc2c(c1)OCCO2)C(=O)COc1cc(C)ccc1Cl	5	-8	6	8	0	1	-1
C[C@@H]1CN([C@H](C)CO)S(=O)(=O)c2ccc(C#CC(C)(C)O)cc2O[C@H]1CN(C)C(=O)CN(C)C	-10	0	4	.	-3	-7	-3
CC(C)(C)c1ccc(C(=O)N2CCC(=O)N(C(COCc3ccccc3)Cc3ccccc3)CC2)cc1 (configuration not stated)	21	21	.	18	-12	.	.
CC(=O)OC1C(OC(C)=O)C2C(C)CC3OC(=O)C(C)C3CC2(C)C1OC(C)=O (configuration not stated)	.	13	3	8	.	-2	1
COc1ccc(-c2oc3ccc(-c4ccc5c(c4)OCO5)cc3c2-c2ccc(OC)nc2)cc1	-8	-15	-1	1	-2	.	-9
C=CCn1c(SCC(=O)Nc2ccc(F)cc2)nc2cc(C(=O)O)ccc2c1=O	8	3	15	-9	18	0	.
COc1ccc(NC(=O)CC2CCCC2)cc1S(=O)(=O)N1CCCCC1	4	.	.	14	-6	.	.
O=C(NNS(=O)(=O)c1ccccc1Cl)c1nn(-c2ccc(F)cc2)ccc1=O	-8	9	0	14	-2	-4	-1
C[C@@H]1CN([C@@H](C)CO)C(=O)Cc2cc(NS(=O)(=O)c3cn(C)cn3)ccc2O[C@@H]1CN(C)C(=O)Nc1ccc(C(F)(F)F)cc1	2	-4	0	.	.	10	13
COc1cc(C(=O)NNC(=O)c2ccc(NC(C)=O)cc2)cc(OC)c1OC	-1	5	4	6	-6	-4	-2
CCc1c(C)sc(NC(=O)CC#N)c1C#N	.	11	29	.	9	0	5
O=C(CN1CCN(Cc2ccc3c(c2)OCO3)CC1)Nc1ccc2[nH]c(=O)[nH]c2c1	-21	-10	0	9	6	-2	-2
COCC(=O)NC[C@@H]1N[C@@H](CO)[C@H]1c1ccc(-c2ccccc2F)cc1	-11	-21	.	-19	4	12	-4
CS(=O)(=O)N1CCC(Oc2ccccc2C(=O)N2CCNC(=O)C2)CC1	7	-10	-1	-6	-2	0	4
CCC(C)(C)NC(=O)C(c1ccc(OC)cc1)N(C(=O)CCC(=O)Nc1cc(C)on1)c1cccc(F)c1 (configuration not stated)	7	-5	5	19	.	2	-9
COc1ccc2c3c(n(C)c2c1)[C@@H](CO)N(S(C)(=O)=O)CC31CCN(C(=O)c2ccccn2)CC1	-2	-5	.	.	.	.	?
O=C(Nc1ccc2c(c1)OCCO2)C1c2ccccc2C(=O)N2CCc3ccccc3C12 (configuration not stated)	-4	7	-3	16	.	-1	-1
COc1ccc(C(=O)NCCCN2CCOCC2)cc1S(=O)(=O)N1CCCc2ccccc21	2	12	0	8	-4	-2	-8
Cc1noc(NS(=O)(=O)c2ccc(NC(=O)c3nn(-c4ccc(F)cc4)ccc3=O)cc2)c1C	-12	-1	21	-3	7	2	-1
CC(C)CC1Nc2ccc(C(=O)NCCCN3CCOCC3)cc2NC1=O (configuration not stated)	16	0	0	-9	0	-1	-2
O=C(c1cccc2ccccc12)N1CCN=C1SCc1ccc([N+](=O)[O-])cc1	5	-1	-3	19	-27	4	3
O=S(=O)(Nc1cccc(-c2cn3cccnc3n2)c1)c1ccc(F)cc1	4	-21	-1	77*	43	-17	-14
O=c1[nH]c2ccccc2c2oc(CCl)nc12	12	-8	3	14	-5	-2	3
Cc1ccc(S(=O)(=O)N(C)C[C@@H]2Oc3c(NS(=O)(=O)c4cn(C)cn4)cccc3C(=O)N([C@H](C)CO)C[C@H]2C)cc1	2	-4	.	1	.	.	.
O=C(C[C@@H]1C=C[C@@H](NC(=O)CC2CC2)[C@H](CO)O1)NCc1ccc(-c2ccccc2)cc1	-9	0	1	-6	-14	-6	4
Cc1ccc(S(=O)(=O)/N=C(/c2ccc(F)cc2)N2CCOCC2)cc1	-10	2	-2	.	-12	2	14
CCc1ccc(N2C(=O)CN(Cc3cc(OC)c(OC)c(OC)c3)C2=S)cc1	13	.	.	12	-3	.	.
CCOc1ccc(Oc2ccc(NS(=O)(=O)c3cc(C(=O)O)ccc3Cl)cc2)cc1	.	14	7	4	2	-1	0
COc1ccc(CNc2c(CO)cnc3c2cnn3C)cc1	-11	6	-2	29	-8	2	-7
COc1ccc(C(=O)CCN2CCN(c3ccccc3OC)CC2)cc1	0	-4	-2	83*	-5	0	0
CC1=CC2=NC(=O)CC(C)(C(=O)N(CC(=O)NC(C)(C)C)Cc3ccccc3)N2C=C1 (configuration not stated)	-1	2	2	-4	-3	-14	4
